High-throughput results as filed in PubChem.
ER stress rescue – rescue of cells from ER stress-induced death, primary screen, 384-well, CSM14.1, thapsigargin, ATP luminescence (AID 1222) | cellular ATP content (survival), % at 20 µM, or EC50 in µM where a hit was titrated | 190,000 tested, under 10 active | CSM14.1 thapsigargin-induced death rescue, ATP luminescence; higher % means a stronger effect;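 active = EC50 below 50 µM in the dose-response confirmation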;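 note: death triggered by thapsigargin at about 15 µM added after 2 h compound pretreatment; cell ATP read after overnight thapsigargin exposure of roughly 18 to 22 hours; normalized against plate controls of thapsigargin alone and 5% DMSO vehicle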
Yfh1-off respiration – mitochondrial function rescue without frataxin homolog – Friedreich's ataxia, plus single-dose screen, dose response (AID 1465). 0.074% of 220,000 active. S. cerevisiae Yfh1-off respiration, WST-1 reduction, 72 h; higher fold induction means a stronger effect. one-dose fold induction at 50 µM; EC50 in µM for titrated hits;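 active = fold induction of absorbance versus untreated yeast above a set limit, then at least 30% activation at any dose in follow-up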;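 note: activators that raise dye reduction in frataxin-depleted yeast; strong numbers were not always called active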
Autophagy HCS – alters autophagy in cells | AID 463193 | MEF GFP-LC3 puncta imaging; test concentration mostly 10 µM | calls only at 10 µM (by protocol) | 0.98% of 190,000 active;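 active = percentage of spot-positive cells more than 3 SD above its plate mean, without a fluorescence outlier flag or 80% toxicity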;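 note: spot-positive cell cutoff set from DMSO-treated cells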
MT stabilizer – microtubule stabilizers in HeLa cells | HeLa tubulin immunostaining HCS, 24 h; share of cells brighter than vehicle mean+2SD | % tubulin-high responders, % at 10 µM | 0.83% of 200,000 active | AID 2205;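 active = plate Z-score above 3 for both tubulin-high and condensed-nucleus cell shares, with cell loss under 80%, at 10 µM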;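 note: anti alpha tubulin signal scored within the nucleus-defined area of each cell; some results filed as inactive read as strong as hits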
Ins promoter up – MIN6 insulin promoter up-regulation. MIN6 insulin promoter-GFP reporter, high-content imaging; stronger effect = higher value. z-score at 5 µM. 0.3% of 190,000 active. AID 1625;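 active = z-score above 3 at 5 µM with at least 500 cells counted in the well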
Dynein cargo inh – dynein cargo transport inhibition. z-score, hits read low. 3617.4 mouse cells, GR-EGFP nuclear translocation imaging; test concentration mostly 20 µM; stimulated with dexamethasone, 1 µM; stronger effect = lower value. AID 1381. 0.47% of 220,000 active;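 active = plate z-score of nuclear minus cytoplasmic receptor signal below a set negative limit, without overly bright fluorescence or cell loss, cut at about -3.5 in these data, passing the limit was not always enough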;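 note: z-score of nuclear minus cytoplasmic ring GR-EGFP intensity difference per well; some compounds called inactive have numbers as strong as hits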
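Buffer or medium: tetracycline-free induction medium containing charcoal-stripped FBS / Reagent: dexamethasone agonist, 1.0 µM final, for 30 min / Technique: automated 10x imaging of fixed Hoechst-stained cells / Times: induction 48 h, compound 1 h, agonist 30 min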
M1AAP inhibition – P. falciparum M1AAP inhibitors, biochemical, fluorogenic H-Leu-NHMec substrate, 1536-well (AID 1445). recombinant M1AAP, H-Leu-NHMec fluorogenic kinetic assay; higher % means a stronger effect. one-dose inhibition, % at 30 µM; IC50 in µM for titrated hits. 0.42% of 220,000 active;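 active = primary inhibition above the hit cutoff, then over 50% inhibition at one or more dose response concentrations, cut at about 23% in these data, passing the limit was not always enough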;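 note: plate controls were DMSO full reaction for no effect and no enzyme background for full effect; strong numbers were not always called active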
P. falciparum M17LAP – P. falciparum M17LAP inhibitors, primary screen, biochemical, fluorogenic H-Leu-NHMec substrate, 1536-well (AID 1619); recombinant M17LAP, H-Leu-NHMec fluorogenic kinetic assay; higher % means a stronger effect; one-dose inhibition, % at 30 µM; IC50 in µM for titrated hits; 0.38% of 220,000 active;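 active = compound inhibiting the enzyme by more than half at any dose during confirmatory dose-response retesting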;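 note: plate controls were full reaction with DMSO carrier for no effect and no enzyme background for full effect; strong numbers were not always called active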
Lipid droplet – hepatic lipid droplet formation modulation. AML12 mouse hepatocytes, oleate lipid droplets, BODIPY imaging. inhibition, % at 6.5 µM. 0.4% of 240,000 active. AID 1656;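 active = lipid droplet intensity inhibited by at least 50%, with more than 500 cells counted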
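Material – mouse AML12 hepatocyte cell line, fixed after treatment · Compound dosing – one dose, 6.5 µM compound · Times – compound with oleate, overnight · Measured by – Image-based BODIPY and DAPI two-channel analysis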
Dynein cargo inh cytoplasmic EGFP – further read-out of Dynein cargo inh, marked with its call; z-score; measured here: cytoplasmic GR-EGFP intensity; stronger effect = higher value
Dynein cargo inh nuclear GR-EGFP – also measured in Dynein cargo inh; calls as there; z-score; measured here: nuclear GR-EGFP intensity;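 lower value marks the stronger effect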
Dynein cargo inh cell count – further read-out of Dynein cargo inh, marked with its call; z-score; measured here: cell count per field
Ins promoter up cell count – second read-out of Ins promoter up, no call of its own (marks repeat the call); cell count; measured here: cytotoxicity, nuclei count;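 total cells summed across four imaged fields per well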
Lipid droplet cells 6.5 µM – further read-out of Lipid droplet, marked with its call; cell count; measured here: cell count, cytotoxicity flag;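 cells counted across two imaged fields per well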
MT stabilizer Hoechst-high % – second read-out of MT stabilizer, no call of its own (marks repeat the call); % Hoechst-high responders; measured here: nuclear condensation Hoechst responders;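 share of cells brighter than vehicle mean plus two SD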
MT stabilizer cytotoxicity % – also measured in MT stabilizer; calls as there; toxicity, %; measured here: cytotoxicity by cell density;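 0% = mean cell density of plate MIN control wells and 100% = no cells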
Autophagy HCS cell loss 18 h – further read-out of Autophagy HCS, marked with its call; toxicity, %; measured here: cell loss, nuclei count;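 cell loss after 18 h compound exposure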
Starred values were filed as active, the others as inactive; i = inactive; / = no result given.

SMILES	ER stress rescue	Yfh1-off respiration	Autophagy HCS	Autophagy HCS cell loss 18 h	MT stabilizer	MT stabilizer Hoechst-high %	MT stabilizer cytotoxicity %	Ins promoter up	Ins promoter up cell count	Dynein cargo inh	Dynein cargo inh cytoplasmic EGFP	Dynein cargo inh nuclear GR-EGFP	Dynein cargo inh cell count	M1AAP inhibition	P. falciparum M17LAP	Lipid droplet	Lipid droplet cells 6.5 µM
Cc1nc(NC(=O)COC(=O)CCc2nc3ccccc3s2)c(Cl)cc1Cl	1.3%	i	i	-1	1.7	2.3	9.5	-0.44	1183	0.35	-0.22	0.1	-0.62	-1%	-5%	-15	552
Cc1ccc(SCC2(O)CCN(C(=O)c3ccc(Cl)cc3)CC2)cc1	-1.8%	i	i	0	1.9	1.3	4.6	-0.35	1548	0.86	-0.22	0.25	-0.39	4%	-17%	/	/
O=C(NC1CCSC1=O)c1ccc(Oc2cccc(C(F)(F)F)c2)nc1 (centres undefined)	0.0%	i	i	0	1.4	1.3	7.9	0.58	1481	-0.15	-0.2	-0.27	0.1	-1%	-6%	/	/
O=C(Nc1cc(F)c(Br)cc1F)c1ccc(Cl)cc1	/	i	/	/	/	/	/	-0.62	1129	-0.1	-0.19	0.32	0.16	0%	-3%	-3	694
Cn1c(=O)cc(SCC(=O)NCCCN2CCOCC2)c2ccccc21	-1.6%	i	i	10	3.5	4.9	6.1	-0.46	1571	0.41	-0.11	0.25	0.99	-2%	10%	/	/
O=C(Cc1ccc(F)cc1)N1CCC(N2CCC(C(=O)N3CCOCC3)CC2)CC1	0.3%	i	i	-1	1.8	1.9	5.0	-0.25	1520	0.94	-0.19	0.43	-0.89	6%	-9%	-8	661
CC1(C)CNC(=O)c2sc(NC(=O)c3ccccc3)nc2C1	-0.2%	i	i	-6	1.3	2.2	0.5	-0.44	1244	-0.82	-0.15	-0.49	0.22	2%	3%	-9	703
COc1cc(OC)cc(C(=O)NNc2nc3cc4c(cc3s2)OCO4)c1	-5.9%	i	i	13	2.9	1.8	5.6	0.42	1304	-1	-0.26	0.12	0.46	-6%	2%	-6	767
COc1ccccc1N1CCc2c(C)nc3c(OC)cccc3c21	-0.2%	i	i	13	0.2	1.3	8.9	-0.71	1832	/	/	/	/	10%	-26%	-1	660
CCOC(=O)c1cc[n+](CC(=O)c2ccc(F)cc2)cc1	-0.8%	i	i	6	1.6	2.5	5.1	0.04	1313	1.2	-0.17	0.79	-1.5	-3%	7%	2	588
CCc1ccc(-c2nn(Cc3ccccc3)cc2/C=C/C(=O)O)cc1	-0.6%	i	i	5	3.4	2.5	8.4	-0.41	873	-0.54	-0.22	-0.29	0.97	11%	31µM*	2	773
COc1ccc(Nc2nc(Nc3ccc(OC)cc3)nc(-n3[nH]c(=O)c(C)c3C)n2)cc1	-3.1%	i	i	12	5.1	5.8	20	-0.44	759	-0.11	-0.45	-0.086	0.26	1%	3%	/	/
CC1(C)CC(=O)C2=C(C1)N1C(=C(C#N)C2c2ccc(Cl)cc2)N=C(N)c2ccccc21 (centres undefined)	0.8%	/	i	20	7.3	5.5	15	-0.04	975	-0.54	-0.22	0.49	-0.12	6%	-7%	-19	717
Cc1c(NC(=O)CN2C(=O)NC(C)(c3ccc4c(c3)OCCO4)C2=O)c(=O)n(-c2ccccc2)n1C (centres undefined)	-0.8%	i	i	4	5.4	2.1	16	-0.09	1504	-0.78	-0.09	-0.36	-0.08	1%	-12%	-3	649
CCOC(=O)c1ccc(N=c2sc(C(=O)OC)cc(=O)n2C2CC2)cc1	/	i	i	9	2.2	2.0	10	/	/	-0.46	-0.17	-0.1	0.025	-1%	-1%	/	/
Cc1ccc2cccc(NC(=S)NC(=O)c3ccn(C)n3)c2n1	-0.4%	i	i	0	3.2	2.3	6.6	/	/	-0.76	-0.25	-0.77	1.4	6%	3%	-16	695
C=CCNC(=O)Nc1ccc(F)cc1F	-1.1%	i	i	17	4.9	1.5	12	0.08	1592	2.2	-0.19	1.6	-1.1	-8%	1%	3	674
CCOc1ccc(N=CC2=C(O)CC(c3ccco3)CC2=O)cc1 (centres undefined)	1.1%	i	i	0	2.4	2.6	0.6	0.3	1373	0.29	-0.23	0.27	0.69	13%	-12%	-18	575
Cn1c(SCC(N)=O)nnc1C1CCN(S(=O)(=O)c2ccccc2C(F)(F)F)CC1	2.6%	i	i	-10	3.1	1.8	1.8	-0.34	1201	-0.16	-0.13	-0.17	0.53	5%	-3%	4	742
Cc1cc(Nc2cccc(Cl)c2)n2ncnc2n1	-2.4%	/	i	3	1.5	0.6	6.7	0.08	1396	-0.32	-0.27	0.49	0.7	6%	14%	9	776
CCOc1cc(CN2CCCCC2)ccc1OC	-2.2%	i	i	-2	3.6	1.7	2.2	0.01	1296	0.25	-0.18	0.03	0.61	-3%	-10%	1	720
Cc1ccc(NC(=O)Cn2nc([N+](=O)[O-])c(Br)c2C)cc1C	-0.3%	i	i	-22	3.7	2.0	5.0	1.3	1625	-0.086	-0.19	-0.33	0.38	3%	4%	/	/
CCC(=O)c1ccc(OCC(O)Cn2nc(C)c(C(C)=O)c2C)cc1 (centres undefined)	1.0%	i	i	14	3.4	1.9	9.8	-0.45	1372	2.4	-0.18	1.4	-1.4	-4%	1%	6	728
CCOC(=O)c1nnc(-c2ccccc2)nc1Sc1ccccc1Cl	-0.5%	i	i	-6	1.4	1.2	14	-0.67	675	-0.15	-0.12	-0.23	-0.21	10%	0%	-16	662
CCCS(=O)(=O)c1snnc1C	-0.6%	i	i	-2	1.0	1.7	5.2	/	/	-0.42	0.6	0.19	0.41	-1%	-4%	24	793
COCCOC(=O)c1[nH]c2c(c1C)C(=O)CC(c1ccc(N(C)C)cc1)C2 (centres undefined)	/	i	i	-5	2.0	2.4	9.2	0.57	1265	-0.51	-0.26	0.0029	1.3	8%	14%	-16	592
COc1ccc(C(=O)N2CCCC(c3nc(-c4cccs4)no3)C2)cc1 (centres undefined)	2.7%	i	i	2	5.3	4.6	8.5	0.2	1217	0.89	-0.27	0.24	0.41	1%	0%	/	/
COc1ccc(NC(=O)Nc2nnc(N3CCC(C)CC3)s2)cc1OC	-3.9%	/	i	-6	3.7	1.2	8.0	0.76	1014	-0.48	-0.23	0.37	0.56	-2%	-19%	-3	679
COc1ccc(/C=N/S(=O)(=O)c2cccs2)cc1	3.1%	i	i	-11	2.0	0.6	8.9	/	/	0.3	-0.45	0.29	0.32	2%	-7%	15	804
O=C(O)c1ccc(N/N=C/c2ccc(-c3ccccc3)cc2)cc1	-2.2%	i	i	7	5.6	7.7	1.2	0.36	1250	0.33	-0.29	0.05	0.57	10%	2%	27	672

Fetched by compound from above (2):
SMILES	ER stress rescue	Yfh1-off respiration	Autophagy HCS	Autophagy HCS cell loss 18 h	MT stabilizer	MT stabilizer Hoechst-high %	MT stabilizer cytotoxicity %	Ins promoter up	Ins promoter up cell count	Dynein cargo inh	Dynein cargo inh cytoplasmic EGFP	Dynein cargo inh nuclear GR-EGFP	Dynein cargo inh cell count	M1AAP inhibition	P. falciparum M17LAP	Lipid droplet	Lipid droplet cells 6.5 µM
Cc1ccc(NC(=O)Cn2nc([N+](=O)[O-])c(Br)c2C)cc1C	-0.3%	i	i	-22	3.7	2.0	5.0	1.3	1625	-0.086	-0.19	-0.33	0.38	3%	4%	/	/
COc1ccc(NC(=O)Nc2nnc(N3CCC(C)CC3)s2)cc1OC	-3.9%	/	i	-6	3.7	1.2	8.0	0.76	1014	-0.48	-0.23	0.37	0.56	-2%	-19%	-3	679

Next results follow.
SMILES	ER stress rescue	Yfh1-off respiration	Autophagy HCS	Autophagy HCS cell loss 18 h	MT stabilizer	MT stabilizer Hoechst-high %	MT stabilizer cytotoxicity %	Ins promoter up	Ins promoter up cell count	Dynein cargo inh	Dynein cargo inh cytoplasmic EGFP	Dynein cargo inh nuclear GR-EGFP	Dynein cargo inh cell count	M1AAP inhibition	P. falciparum M17LAP	Lipid droplet	Lipid droplet cells 6.5 µM
Cc1ccccc1CSc1nc2c(c(=O)[nH]1)CCC2	-1.0%	i	i	12	4.6	1.7	4.2	-0.36	1200	2.4	-0.12	2.3	-1.7	-1%	-3%	-2	760
COc1ccc(NC(=O)CCNC(=O)Cn2cnc3ccccc3c2=O)c(OC)c1	-0.3%	i	i	4	6.0	3.0	7.1	-0.13	1753	-1.2	-0.17	-0.49	1.3	1%	-3%	13	703
COc1ccc(NCC(=O)N/N=C/C2CCCCC2)cc1	/	i	/	/	/	/	/	-0.89	1381	0.37	-0.25	-0.099	0.29	7%	3%	-8	754
CCN(c1ccc(C)c(C)c1)S(=O)(=O)c1ccc2c(c1)CCN2C(=O)CCC(=O)O	4.3%	i	i	2	1.1	1.5	11	/	/	-0.46	-0.4	-0.25	0.009	6%	3%	8	762
O=C1C(=O)N(CCN2CCOCC2)C(c2ccccn2)/C1=C(/O)c1ccc(F)cc1 (centres undefined)	-0.9%	i	i	3	3.2	3.3	15	0.5	1239	-0.74	-0.19	-0.065	-0.092	2%	8%	/	/
O=C(c1cc2ncccn2n1)N1CCc2c([nH]c3ccccc23)C1c1ccccc1F (centres undefined)	2.8%	i	i	8	2.5	3.0	8.6	-0.11	1626	-0.06	-0.3	-0.23	1.1	1%	-4%	4	708
O=C(Nc1ccccc1C(=O)Nc1ccc2c(c1)OCO2)c1ccco1	-1.7%	i	i	2	2.3	2.1	0.1	-0.23	1389	-0.057	-0.097	0.31	-0.81	-1%	6%	/	/
Nc1c2c(nc3ccccc13)CCCC2	-0.9%	i	i	17	2.7	4.0	12	/	/	-1.7	-0.1	-0.23	0.85	22%	23%	2	698
CC(C)CCn1c(=O)c(C(=O)N/N=C/c2cccc(F)c2)c(O)c2ccccc21	-1.0%	/	i	10	7.4	2.9	6.8	-2.1	794	-0.95	-0.25	-0.68	0.6	-2%	4%	1	697

No enrichment for hits. About 3.5% of those tested had a hit in this group.
